Screening data from PubChem.
HCMV inh – qHTS Assay for inhibitors of the human cytomegalovirus (HCMV); HFF cells, HCMV-luciferase reporter, 72 h; active compounds read low; activity change, negative = inhibition, % at 57.5 µM; actives 4.5% (n = 410,000); AID 1259415, 2018; in the data active = activity change below about -60%; inconclusive = no clear call, values can overlap the other calls; inactive = above about -39%
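Two compound doses tested in HFFs infected with HCMV-luciferase, MOI 1 PFU/cell, 72 h at 37C. Lysate luminescence read with OneGlo; data normalized against buffer-only and 10uM Salinomycin inhibitor controls.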
AMA1 RON2 block – qHTS for Inhibitors of AMA1-RON; Towards Development of Antimalarial Drug Lead: Primary Screen. Plasmodium falciparum AMA1 (3D7) - RON2 peptide interaction. AlphaScreen AMA1-biotinylated RON2 peptide binding. Potency, µM (doses to about 58.2 µM), for the others: at the highest dose activity change, negative = inhibition, actives largely listed as inhibitors. actives 0.2% (n = 360,000);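 note: potency is the fitted concentration of half-maximal effect; 0% = vehicle wells and -100% = peptide control; nearly all actives have a fitted effect of over 45% in size; some results filed as inactive show a strong effect at the top dose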
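AMA1 (3D7) with his tag at 25 nM final met compounds first, then biotinylated RON2 peptide at 25 nM; detection used donor plus acceptor beads, 10 µg/mL apiece, read by AlphaScreen after 30 min at room temperature.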
LmPK inhibitor – qHTS Assay for Inhibitors of Leishmania Mexicana Pyruvate Kinase (LmPK); Q27686; purified LmPK, Kinase-Glo ATP luminescence, 1 h; Potency, µM (doses to about 57.5 µM), without a hit: top-dose activity change, negative = inhibition, actives largely listed as inhibitors; actives 0.37% (n = 290,000); AID 1721, 2009; note: potency is the fitted concentration of half-maximal effect
Target sequence (Q27686 whole entry, looked up): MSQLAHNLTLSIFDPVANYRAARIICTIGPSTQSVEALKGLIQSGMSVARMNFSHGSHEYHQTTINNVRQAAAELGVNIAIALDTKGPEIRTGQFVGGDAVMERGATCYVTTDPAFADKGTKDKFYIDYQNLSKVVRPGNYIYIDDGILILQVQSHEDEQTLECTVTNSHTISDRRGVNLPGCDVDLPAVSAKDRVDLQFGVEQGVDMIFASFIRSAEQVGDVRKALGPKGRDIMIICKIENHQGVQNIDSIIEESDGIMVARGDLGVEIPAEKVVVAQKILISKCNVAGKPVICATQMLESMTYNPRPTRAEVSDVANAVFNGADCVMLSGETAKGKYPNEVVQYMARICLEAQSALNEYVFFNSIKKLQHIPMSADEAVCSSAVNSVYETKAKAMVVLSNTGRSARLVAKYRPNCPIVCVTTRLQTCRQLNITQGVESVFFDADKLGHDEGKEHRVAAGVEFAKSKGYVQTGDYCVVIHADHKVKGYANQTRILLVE
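Purified LmPK (0.1 nM) converted ADP (0.1 mM) to ATP with PEP (0.5 mM) in imidazole buffer pH 7.2 with KCl and MgCl2, 1 h at room temperature. ATP was read by Kinase-Glo luminescence; data normalized to uninhibited and no-enzyme controls.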
TbPYK inhibitor – qHTS of Trypanosoma Brucei Inhibitors; TbPYK enzyme, Kinase-Glo Plus ATP luminescence, 45 min; Potency, µM (series often up to 76.8 µM), inactives show top-dose activity, negative = inhibition, hits mostly inhibitors; actives 0.12% (n = 410,000); pyruvate kinase (Trypanosoma brucei), Q57TT1; note: potency is the fitted concentration of half-maximal effect; nearly all actives have a fitted effect of over 50% in size
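ADP (130 uM final) triggers the TbPYK reaction after compound addition; incubation is 45 min at room temperature. Kinase-Glo Plus is then added and luminescence imaged. Normalized data are fitted to concentration-effect curves.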
AmpC no deterg – qHTS Inhibitors of AmpC Beta-Lactamase (assay without detergent). P00811. AmpC nitrocefin hydrolysis, absorbance 480 nm, 0.0001% Triton. Potency, µM (titrated, usually from 57.1 µM), without a hit: at the highest dose activity change, negative = inhibition, actives largely listed as inhibitors. actives 0.52% (n = 330,000);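 note: potency is the fitted concentration of half-maximal effect; plate controls were no compound for no effect and no enzyme for full effect; nearly all actives have a fitted effect of over 20% in size; some results filed as inactive show a strong effect at the top dose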
Target sequence (P00811 whole entry, looked up): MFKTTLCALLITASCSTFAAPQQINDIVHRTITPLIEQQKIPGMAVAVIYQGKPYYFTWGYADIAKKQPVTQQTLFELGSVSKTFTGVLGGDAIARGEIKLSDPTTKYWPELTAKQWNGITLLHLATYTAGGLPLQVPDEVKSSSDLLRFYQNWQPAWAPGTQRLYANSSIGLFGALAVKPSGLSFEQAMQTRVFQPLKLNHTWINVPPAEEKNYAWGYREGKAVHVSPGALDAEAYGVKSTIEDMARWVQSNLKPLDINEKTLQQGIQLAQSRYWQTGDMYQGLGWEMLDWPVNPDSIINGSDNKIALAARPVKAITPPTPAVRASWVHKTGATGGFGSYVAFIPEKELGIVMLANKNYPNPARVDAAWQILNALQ
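AmpC (5.3 nM in the dispensed reagent) in 20 mM phosphate pH 7.0 with 0.01% (detergent screen) or 0.0001% Triton X-100 was preincubated with compounds for 15 min at room temperature. Nitrocefin was then added from an 800 uM solution, and hydrolysis was followed at 480 nm.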
HCV inh – qHTS Assay for Inhibitors of Hepatitis C Virus (HCV) | Huh7.5.1 HCVcc-Cre infection, luciferase reporter, 44 h | Potency, µM (doses to about 41.8 µM), inactives show top-dose activity change, negative = inhibition, usual class: inhibitors | actives 3.4% (n = 340,000) | AID 651820, 2012; note: potency is the fitted concentration of half-maximal effect
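Luciferase read-out (15 sec integration) after a 15 min room-temperature substrate step quantifies HCVcc-Cre infection. Cells, 1,000 per well, had compound added 4 h post-plating, then virus at ~0.5 moi, and were cultured 44 h.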
AmpC detergent – qHTS Inhibitors of AmpC Beta-Lactamase (assay with detergent) | actives 0.041% (n = 370,000) | Potency, µM (series often up to 114 µM), without a hit: top-dose activity change, negative = inhibition, most hits filed as inhibitors | AmpC hydrolysis of nitrocefin, absorbance 480 nm, 0.01% Triton;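 note: potency is the fitted concentration of half-maximal effect; 0% = no-compound wells and -100% = no-enzyme wells; nearly all actives have a fitted effect of over 25% in size; some results filed as inactive show a strong effect at the top dose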
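20 mM phosphate pH 7.0 + 0.01% (detergent screen) or 0.0001% Triton X-100; 5.3 nM AmpC reagent; cpd preinc 15 min RT; nitrocefin (800 uM stock) to start; A480 q20 s × 4 min; Activity was normalised to no-enzyme and no-compound control wells.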
Active calls of the source: *; u = inconclusive; x = no result given; [ ] = another dose, or the depositor's remark. Unless noted, calls come from the whole dose curve; as a rule, active = well fitted curve in the direction sought with a large enough effect; inconclusive = small, poorly fitted or top-dose-only effect, or another doubt; inactive = no such curve, though single readings can be large; an effect the other way counts as inactive or inconclusive. Unless noted, % is set by controls: 0 for no effect and ±100 for the full control effect.

SMILES	HCMV inh	AMA1 RON2 block	LmPK inhibitor	TbPYK inhibitor	AmpC no deterg	HCV inh	AmpC detergent
O=C(Nc1ccc(N2CCCC2=O)cc1)c1cccc(F)c1	175	-8%	u	-14%	11%	4%	-2%
CNC(=O)[C@@]1(Cc2ccccc2)C=C[C@@H](C)N1C(C)=O	0	-1%	x	0%	x	17%	x
O=C(NC1CCCCC1)c1cc(-c2ccccc2O)on1	15	23%	-9%	-1%	-14%	-2%	-7%
CCOc1cc(NC(=O)C2CC2)c(OCC)cc1NC(=O)c1cccnc1	x	x	-2%	x	-1%	x	u
CCCn1nnnc1NCc1ccccc1Cl	1	-3%	-1%	0%	-9%	14%	6%
O=C(c1cccc2ccccc12)C1CCCN(C2CCC2)C1 (configuration not stated)	-33	-25%	-3%	1%	-7%	u	8%
CCN(c1ccc(NC(=O)COC(=O)C2CCN(c3ccc(C(F)(F)F)cn3)CC2)cc1)C(C)C	3	u	x	-9%	x	3%	x
O=C(COc1ccccc1Cl)NCCC1=CCCCC1	-14	7%	2%	32%	8%	-6%	-10%
CC1CCc2c(sc3ncn(CC(=O)N4CCCCC4)c(=O)c23)C1 (configuration not stated)	43	6%	-2%	3%	-6%	8%	1%
Cc1c(CC(=O)NCC(=O)NCC(=O)O)c(=O)oc2cc3c(cc12)CCC(C)(C)O3	37	6%	6%	-3%	-16%	8%	-11%
O=C(NCC(=O)N1CCN(C/C=C/c2ccccc2)CC1)c1ccc(Br)cc1	-17	3%	x	-1%	171%[activator]	u	x
CCN=C1S/C(=C/c2ccc(-c3ccc(Cl)cc3C(=O)O)o2)C(=O)N1CC	46	-3%	9%	-14%	-30%	16%	0%
Cc1ccc(N2CC(C(=O)Nc3cccc(S(=O)(=O)N4CCOCC4)c3)CC2=O)cc1 (configuration not stated)	-11	0%	x	1%	x	x	x
COc1ccccc1C(=O)NCCC(=O)Nc1ccncc1	u	0%	x	0%	-10%	-21%	u
CCCCN(C)C(=O)C1CCCN(c2ncnc3onc(C)c23)C1 (configuration not stated)	-36	x	x	5%	x	x	26%
Cc1cc2oc(=O)cc(CN3CCc4ccccc43)c2cc1Cl	92	-16%	3%	-5%	-54%	-11%	-11%
COc1cc(C(=O)N/N=C(\C)c2ccc(NC(=O)Cc3ccccc3)cc2)ccc1O	76	11%	2%	-6%	-11%	-9%	-1%
COC(=O)c1ccc(C(=O)OC)c(NC(=S)N2CCC(C)CC2)c1	-16	-19%	6%	0%	-47%	11%	u
Cc1nc2sccn2c(=O)c1S(=O)(=O)Nc1cc(C(F)(F)F)ccc1Cl	3	x	x	1%	x	x	-11%
COc1ccccc1NS(=O)(=O)c1ccc(C)c(C(=O)NCC(c2ccco2)N(C)C)c1 (configuration not stated)	-6	10%	x	10%	0%	u	-10%
S=C(S)OC1CC2CC1C1CCCC21 (configuration not stated)	-60*	37%	x	-1%	x	46%[activator]	x
Cc1c(CCOC(=O)C23CC4CC(CC(C)(C4)C2)C3)sc[n+]1CC(=O)c1ccccc1	-29	13%	5%	3%	168%[activator]	u	-5%
Brc1ccc2c(c1)C(c1ccc(N3CCOCC3)cc1)=NNC(c1cccs1)=N2	14	-30%	1%	-10%	38%	-3%	3%
COc1ccc(CC(=O)NCc2nc3cccnc3n2Cc2ccc(C)cc2)cc1	u	x	x	2%	x	x	-2%
COc1ccc(NC(=O)c2cccc(S(=O)(=O)N3CCCCC3)c2)c(OC)c1	-69*	-4%	9%	5%	11%	-20%	-4%
C/C(=C\C(=O)c1cccnc1)Nc1ccc(C(=O)O)cc1	27	36%[activator]	-8%	x	-12%	3%	-3%
CC(NC(=O)/C(C#N)=C/c1cn[nH]c1-c1ccccc1)c1ccccc1 (configuration not stated)	-36	10%	11%	-8%	-26%	u	1%
O=C1c2cccc(N3CCNCC3)c2C2CCCCN12 (configuration not stated)	-32	10%	x	2%	x	x	x
COc1cc(Cl)c(C)cc1NC(=O)C1CCCN(c2ncnc3onc(-c4ccc(F)cc4)c23)C1 (configuration not stated)	-16	x	x	-7%	x	x	-11%
CCCCOC(=O)c1nnc(-c2ccc(Cl)cc2)o1	22	1%	-3%	5%	-30%	14%	5%
CCOc1ccc(-c2nc(C#N)c(N3CCCCCC3)o2)cc1	-70*	u	8%	1%	u	u	u
O=C(Nc1ccc(F)cc1C(F)(F)F)C1CCN(c2ncccn2)CC1	-11	x	x	-6%	x	x	16%
O=C(CNC(=O)C1CCCCC1)OCC(=O)c1ccc(Br)cc1	13	-13%	-4%	-3%	-13%	6%	1%
O=C(COC(=O)Cn1nnc(-c2ccccc2)n1)Nc1cc(F)ccc1F	11	-3%	x	-5%	-25%	-8%	x
CC[C@]12c3[nH]c4ccc(OC)cc4c3CCN1C(=O)C(CC(=O)NCc1ccco1)C[C@@H]2C(=O)N1CCN(C(=O)c2ccco2)CC1 (some centres not stated)	3	-10%	x	2%	122%[activator]	-3%	x
CCOC(=O)N1CCN(CC(O)COc2ccc(C)c(C)c2)CC1 (configuration not stated)	42	-6%	1%	1%	21%	16%	1%
Cn1ccnc1SCC(=O)Nc1nc2ccccc2s1	73	0%	-2%	9%	-13%	-12%	4%
CCCNC(=O)c1ccc2c(c1)C1C3CCC(C3)C1C(c1ccccc1)N2 (configuration not stated)	u	-17%	-1%	4%	4%	u	0%
COc1ccccc1CN(C)C(=O)c1ccccc1SCC(=O)N1CCCC1	0	-5%	x	3%	3%	8%	6%
c1ccc2c(-c3cncc4ccccc34)cncc2c1	-30	-12%	x	1%	x	8%	x
COc1ccc(CCNC(=S)Nc2ccc(S(=O)(=O)Nc3ncccn3)cc2)cc1OC	6	-10%	-11%	7%	-22%	8%	5%
CCOCC(=O)Nc1nnc(COc2ccc(Cl)cc2)s1	34	14%	3%	-21%	-8%	12%	-14%
CCOc1cc(C(=O)NCCCn2ccnc2)cc(OCC)c1OCC	u	8%	-2%	2%	-10%	32%[activator]	-4%
O=C(NCc1ccccc1)C1(C(F)(F)F)CC(CCCO)CCCO1 (configuration not stated)	12	-4%	x	-3%	x	-22%	x
O=C(CSc1nnc(-c2ccncc2)n1Cc1ccccc1)NC1CCCCC1	-11	6%	4%	-7%	5%	8%	-14%
COc1ccc(-c2cc(CNS(=O)(=O)c3ccccc3)on2)cc1	-26	25%	-2%	4%	-35%	-21%	u
O=C1NC(=O)c2cc(NC(=O)c3cccc4ccccc34)ccc21	-85*	-4%	-13%	-15%	-29%	12%	-4%
CCCCn1c(=O)[nH]c(=O)c2c1nc(-c1ccsc1)n2Cc1ccccc1	17	0%	4%	3%	-25%	1%	u
COc1ccccc1C(=O)NCCC(=O)Nc1ncccc1C	94	54%[activator]	-9%	9%	-22%	18%	2%
O=[N+]([O-])c1cccc(C2=NC(c3ccccc3)CO2)c1 (configuration not stated)	60	-5%	3%	-2%	-15%	u	u
COc1ccccc1N1C(=O)C2C(c3ccc(F)cc3)NN(C(=O)c3ccc(C)cc3)C2C1=O (configuration not stated)	-34	5%	1%	-5%	7%	13%	2%
Cc1ccc(CN2CCN(C(=O)CCc3ccccc3)CC2)cc1	-33	0%	6%	9%	82%[activator]	-17%	0%
CC1CC(C)CN(C(=O)COC(=O)Cc2ccc(Br)cc2)C1 (configuration not stated)	54	-3%	0%	-6%	24%	17%	-5%
CCOC(=O)c1cc(-c2ccc(C)cc2)n(CC(=O)Nc2cccc(C(C)=O)c2)c1C	-3	x	x	12%	x	x	19%
COc1ccc(CNc2nc(NCc3ccc(OC)cc3)c3[nH]cnc3n2)cc1	135	2%	2%	1%	-7%	-22%	3%
COc1ccccc1CC(=O)N1CCC(CCC(=O)NC2CC2)CC1	-30	-7%	-1%	4%	-5%	-1%	0%
CCOC1=C2[C@@H](CN(S(=O)(=O)c3ccc(C)cc3)[C@H]2c2ccccc2F)[C@H]2C(=O)N(Cc3ccccc3)C(=O)[C@H]2C1	-20	4%	x	3%	x	x	x
O=C(NCc1ccccn1)c1cc(S(=O)(=O)N2CCCCCC2)ccc1Cl	2	72%[activator]	-2%	2%	-13%	x	-1%

In the list so far, these have fluorine:
SMILES	HCMV inh	AMA1 RON2 block	LmPK inhibitor	TbPYK inhibitor	AmpC no deterg	HCV inh	AmpC detergent
O=C(Nc1ccc(N2CCCC2=O)cc1)c1cccc(F)c1	175	-8%	u	-14%	11%	4%	-2%
CCN(c1ccc(NC(=O)COC(=O)C2CCN(c3ccc(C(F)(F)F)cn3)CC2)cc1)C(C)C	3	u	x	-9%	x	3%	x
Cc1nc2sccn2c(=O)c1S(=O)(=O)Nc1cc(C(F)(F)F)ccc1Cl	3	x	x	1%	x	x	-11%
COc1cc(Cl)c(C)cc1NC(=O)C1CCCN(c2ncnc3onc(-c4ccc(F)cc4)c23)C1 (configuration not stated)	-16	x	x	-7%	x	x	-11%
O=C(Nc1ccc(F)cc1C(F)(F)F)C1CCN(c2ncccn2)CC1	-11	x	x	-6%	x	x	16%
O=C(COC(=O)Cn1nnc(-c2ccccc2)n1)Nc1cc(F)ccc1F	11	-3%	x	-5%	-25%	-8%	x
O=C(NCc1ccccc1)C1(C(F)(F)F)CC(CCCO)CCCO1 (configuration not stated)	12	-4%	x	-3%	x	-22%	x
COc1ccccc1N1C(=O)C2C(c3ccc(F)cc3)NN(C(=O)c3ccc(C)cc3)C2C1=O (configuration not stated)	-34	5%	1%	-5%	7%	13%	2%
CCOC1=C2[C@@H](CN(S(=O)(=O)c3ccc(C)cc3)[C@H]2c2ccccc2F)[C@H]2C(=O)N(Cc3ccccc3)C(=O)[C@H]2C1	-20	4%	x	3%	x	x	x
